Screening results deposited in PubChem BioAssay by several laboratories.
CHT allo act: allosteric activators of human choline transporter CHT; Q9GZV3; CHT-expressing cells, membrane potential dye, choline EC20; active compounds read high; LV-AA mutant CHT in HEK293 cells; B-score at 10 µM; hit rate 0.49% among 310,000; AID 488977;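 active = initial fluorescence not abnormally high and integrated response B-score, plate-corrected, over 3 SD above library mean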
Target sequence (Q9GZV3 whole entry, looked up): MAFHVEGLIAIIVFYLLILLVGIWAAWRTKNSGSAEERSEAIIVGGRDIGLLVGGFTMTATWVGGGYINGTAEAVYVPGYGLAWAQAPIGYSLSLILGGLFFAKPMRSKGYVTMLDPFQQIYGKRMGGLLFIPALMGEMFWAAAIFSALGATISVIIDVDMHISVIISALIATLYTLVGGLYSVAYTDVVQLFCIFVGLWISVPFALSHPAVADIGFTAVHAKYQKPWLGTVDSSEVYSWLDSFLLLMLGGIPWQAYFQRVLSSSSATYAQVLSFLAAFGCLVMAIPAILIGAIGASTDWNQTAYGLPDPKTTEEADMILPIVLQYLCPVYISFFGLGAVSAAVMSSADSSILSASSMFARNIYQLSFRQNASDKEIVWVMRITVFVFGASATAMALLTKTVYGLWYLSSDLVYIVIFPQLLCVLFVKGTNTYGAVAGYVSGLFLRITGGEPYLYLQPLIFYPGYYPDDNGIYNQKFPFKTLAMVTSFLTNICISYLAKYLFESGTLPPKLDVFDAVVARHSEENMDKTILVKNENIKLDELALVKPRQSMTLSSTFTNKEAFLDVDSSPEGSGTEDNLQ
OX1R antagonist: antagonists of human orexin 1 receptor. hit rate 0.43% among 330,000. CHO/OX1R cells, Fluo-8 calcium fluorescence, orexin A. inhibition, % at 5 µM. AID 434989. O43613;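 active = inhibition above its plate's threshold, mean inhibition of all tested compounds on the plate plus 3 SD, cut at about 37% in these data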;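 note: 0% = orexin A challenge wells and 100% = SB-334867-A antagonist wells; not every result past the cut was called active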
Target sequence (O43613 whole entry, looked up): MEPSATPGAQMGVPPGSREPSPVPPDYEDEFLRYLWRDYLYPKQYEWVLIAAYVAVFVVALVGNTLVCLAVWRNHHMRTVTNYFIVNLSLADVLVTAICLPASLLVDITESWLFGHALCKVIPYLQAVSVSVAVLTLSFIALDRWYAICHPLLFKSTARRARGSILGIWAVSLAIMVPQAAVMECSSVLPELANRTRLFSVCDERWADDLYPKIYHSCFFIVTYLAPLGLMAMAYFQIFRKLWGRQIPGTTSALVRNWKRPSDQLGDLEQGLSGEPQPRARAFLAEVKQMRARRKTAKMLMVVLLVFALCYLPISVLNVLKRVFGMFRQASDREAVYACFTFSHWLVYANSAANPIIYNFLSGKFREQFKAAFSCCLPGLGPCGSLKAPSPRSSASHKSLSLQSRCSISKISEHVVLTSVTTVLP
Active calls of the source: *; i = inactive; x = no result given.

SMILES | CHT allo act | OX1R antagonist
COc1cc(C(c2c(C)[nH][nH]c2=O)c2c(C)[nH][nH]c2=O)ccc1OS(=O)(=O)c1ccc(C)cc1 | i | -9
Cc1cc(C)c([N+](=O)[O-])cc1NCC(=O)N1CCN(c2ccccc2)CC1 | i | -3
CCCSc1ncnc2sc(C)c(C)c12 | i | -10
NNC(=O)c1sccc1OCc1ccc(Cl)cc1Cl | i | -44
Cc1cc(C)cc(Nc2ncnc3nc[nH]c23)c1 | i | -16
COc1ccccc1N1CCN(/N=C/c2ccc(C(=O)O)cc2)CC1 | i | -2
CCOC(=O)C1(Cc2ccc(OC)cc2)CCN(C(=O)CCc2cccnc2)CC1 | i | -16
COc1ccc(S(=O)(=O)NC(CC(=O)NCc2ccc3c(c2)OCO3)c2ccco2)cc1 (stereo unspecified) | i | -23
Cc1ccc(S(=O)(=O)CC(=O)Nc2nc3ccccc3s2)cc1 | i | -23
O=C(NC(=S)Nc1ccccc1C(F)(F)F)c1ccccc1F | i | -28
CCOC(=O)CSc1nnc(CNC(=O)c2ccco2)n1C | i | -3
Cn1c2c(c(=O)n(C)c1=O)C(NS(=O)(=O)c1ccccc1)(C(F)(F)F)C(=O)N2 (stereo unspecified) | i | -23
O=C(CN1c2ccccc2Sc2ccccc21)N/N=C/c1ccc(Cl)cc1 | i | -42
COc1cc(C=O)c(-c2c(C=O)cc(OC)c3c2OCO3)c2c1OCO2 | i | -3
CCOC(=O)c1c(N)sc(C(=O)Nc2ccccc2)c1C | i | -12
CCC(C)(C)n1nnnc1C(c1cccs1)N1CCc2ccccc21 (stereo unspecified) | i | 19
O=C(NCCCCNC(=O)C(F)(F)F)C(F)(F)F | i | -19
CN(C)c1ccc(S(=O)(=O)NCC(=O)OCC(=O)Nc2cc(Cl)cc(Cl)c2)cc1[N+](=O)[O-] | i | -6
COc1ccc(OC)c(NC(=O)CSc2nnc(CNC(=O)c3ccco3)o2)c1 | i | -5
COc1cc(C2=NOC(C(=O)Nc3ccc(C(C)=O)cc3)C2)cc(OC)c1OC (stereo unspecified) | i | -8
C=CCn1c(CC(C)(C)C)nc2ccccc21 | i | -17
CCOC(=O)c1c(C)[nH]c(C(=O)OCC(=O)Nc2cccnc2Cl)c1C | i | -25
Cc1ccc(/C=N/NC(=O)CNC(=O)c2cccs2)cc1 | i | 0
CCCCC(=O)NNC(=S)NCc1ccccc1 | i | -1

Overlap with the part before: 6 entries, followed by the next part.
SMILES | CHT allo act | OX1R antagonist
COc1ccc(OC)c(NC(=O)CSc2nnc(CNC(=O)c3ccco3)o2)c1 | i | -5
COc1cc(C2=NOC(C(=O)Nc3ccc(C(C)=O)cc3)C2)cc(OC)c1OC (stereo unspecified) | i | -8
C=CCn1c(CC(C)(C)C)nc2ccccc21 | i | -17
CCOC(=O)c1c(C)[nH]c(C(=O)OCC(=O)Nc2cccnc2Cl)c1C | i | -25
Cc1ccc(/C=N/NC(=O)CNC(=O)c2cccs2)cc1 | i | 0
CCCCC(=O)NNC(=S)NCc1ccccc1 | i | -1
CSc1nc(O)c(C(c2cccc([N+](=O)[O-])c2)c2c(O)nc(SC)[nH]c2=O)c(=O)[nH]1 | i | 6
CCN1CCN(CCCN(Cc2ccco2)C(=S)Nc2ccc(Cl)cc2)CC1 | i | -5
COc1ccc(CCNC(=O)Cn2nnc3ccccc3c2=O)cc1 | i | -24
COc1ccc(Oc2ccccc2/C=C/C(=O)O)cc1 | i | -7
Cc1cc2ncc(-c3cccc(Cl)c3)cn2n1 | i | -14
C/C(=N\N1C(=O)c2ccccc2C1=O)c1cccc([N+](=O)[O-])c1 | i | 2
Cc1ccccc1C(=O)Nc1ccc(C(=O)N/N=C/c2ccc(F)cc2)cc1 | i | -4
Cc1c(C(=O)N2CCN(c3ccccn3)CC2)oc2c(F)cccc12 | i | -11
CC(C)n1cnc2c(NCc3ccc(S(N)(=O)=O)cc3)nc(NCc3ccc(S(N)(=O)=O)cc3)nc21 | i | -10
COc1ccc(CCNC(=O)CCC(=O)N2CCOc3ccccc32)cc1OC | i | -18
Cc1cc(C(=O)CSc2nnnn2C)c(C)n1-c1ccc2c(c1)OCCO2 | i | -13
O=C(O)CSCC(=O)N1CCN(S(=O)(=O)c2ccccc2)CC1 | i | -2
C=CCN1CCN(c2ccncc2S(=O)(=O)N2CCCCC2)CC1 | i | -3
O=C(NCC(c1ccco1)N1CCCC1)c1ccccc1Sc1ccc(C(F)(F)F)cc1[N+](=O)[O-] (stereo unspecified) | i | -24
Cc1cccn2c(=O)c3cc(S(=O)(=O)c4ccccc4)c(=N)n(Cc4ccc(F)cc4)c3nc12 | i | -22
O=S(=O)(c1ccc(Br)cc1)N1CCN=C1SCc1cccc(F)c1 | i | -16
COc1ccc(CNC(=O)CN2C(=O)c3ccccc3C2=O)cc1 | i | -21
Cc1ccc2nc(SCc3nnc(-c4ccccc4)o3)[nH]c2c1 | i | -26
COc1cc(OC)c(OC)cc1CNC(=O)c1ccc(S(=O)(=O)N2CC(C)OC(C)C2)cc1 (stereo unspecified) | x | 2
CCOC(=O)C(CCCOc1cccc(CC)c1)C(=O)OCC | i | -20
COc1ccc(C(=O)c2c3ccc(OC)cc3[n+]([O-])n2CCCC(N)=O)cc1 | i | -5
CC(=O)Nc1ccc2c(c1)CCc1ccccc1-2 | i | -3
Nc1nc(-c2ccco2)nn1S(=O)(=O)c1ccccc1 | i | -28
COc1ccc(C(=O)c2c(C(F)(F)F)oc3c2C(=O)c2ccccc2C3=O)cc1 | i | -26
N#CCCN(C(=O)COC(=O)c1ccc2c(c1)OCO2)c1ccccc1 | x | -24
CCn1c(SCC(=O)N2CCN(c3ccccc3)CC2)nnc1-c1ccoc1C | i | -40
COCC(C)NC(=S)N1CCN(c2ccccc2Cl)CC1 (stereo unspecified) | i | -11
CCOc1ccc(NC(=O)CCN2CCCCC2)cc1 | i | -7
CCOc1ccccc1N(C)C(=O)CCS(=O)(=O)c1ccc2c(c1)NC(=O)C(C)S2 (stereo unspecified) | i | -31
CCOC(=O)C1CCCN(C(=O)c2ccc(C(=O)c3ccccc3)cc2)C1 (stereo unspecified) | x | -37
O=C(CN1CCN(c2ccccn2)CC1)Nc1ccc(OCc2ccccc2)cc1 | i | -16
Cc1oncc1-c1cn2ccccc2n1 | i | -5
Cc1ccc(/C=N\NC(=O)c2csnn2)cc1 | i | -11
CCN(C(=O)COC(=O)CN(C)S(=O)(=O)c1ccc(NC(C)=O)cc1)C1CCS(=O)(=O)C1 (stereo unspecified) | i | 3
Cc1ccc2[nH]cc(C(=O)NCc3cccs3)c(=O)c2c1 | i | -23
CN1CCN(C(=O)C2=C[C@H](c3coc4ccccc4c3=O)C[C@H](OCc3ccc(CO)cc3)O2)CC1 | i | -16
Cn1c(N)c(C(=O)CNC2CCCCC2)c(=O)n(C)c1=O | i | -2
Cc1c(C)c2ccc(OC(C)C(=O)N3CC[C@@]4(O)CCCC[C@H]4C3)c(C)c2oc1=O (stereo partly specified) | i | -24
CC1=C(C(=O)OCC(C)C)C(c2ccc(Br)s2)NC(=O)N1 (stereo unspecified) | i | -16
O=C1C(NS(=O)(=O)c2cccs2)=C(N2CCN(c3ccccc3)CC2)C(=O)c2ccccc21 | i | -11
ON1C(c2ccccc2C(F)(F)F)N(O)[C@H]2CCCC[C@H]21 (stereo partly specified) | i | -3
OCCN1CCN(c2cc(C(F)(F)F)nc3ccccc23)CC1 | i | -10
COC(=O)C1C(=O)C2=C(CC1C)NC(=O)CC2c1ccccc1 (stereo unspecified) | i | -13
O=C1/C(=C\c2ccco2)SC(=S)N1c1ccc(O)cc1 | i | -10
COC(=O)C1=C(C(=O)OC)[C@@H]2N(Cc3ccccc3)c3ccccc3[C@@]23C[C@@H](C(=O)OC)N(C(=O)c2ccc(Br)cc2)C3=N1 | i | -32
CCOc1cccc2c1OC1(CCCCC1)N1N=C(c3cccnc3)CC21 (stereo unspecified) | i | -11
CN1CC(=O)N(CC(=O)NC2CCCCC2)C1=O | x | -20
Cc1ccc(CSC2=NCCN2C(=O)c2ccc(S(=O)(=O)N(C)C)cc2)cc1 | i | -11

5 entries already listed, arranged by the value under OX1R antagonist, ascending:
compound,OX1R antagonist
COC(=O)C1=C(C(=O)OC)[C@@H]2N(Cc3ccccc3)c3ccccc3[C@@]23C[C@@H](C(=O)OC)N(C(=O)c2ccc(Br)cc2)C3=N1,-32
COC(=O)C1C(=O)C2=C(CC1C)NC(=O)CC2c1ccccc1 (stereo unspecified),-13
Cc1ccc(CSC2=NCCN2C(=O)c2ccc(S(=O)(=O)N(C)C)cc2)cc1,-11
O=C1/C(=C\c2ccco2)SC(=S)N1c1ccc(O)cc1,-10
Cn1c(N)c(C(=O)CNC2CCCCC2)c(=O)n(C)c1=O,-2

(cont.)
SMILES | CHT allo act | OX1R antagonist
COc1ccc(OC)c(-n2c(SCC(C)=O)nnc2-c2cccc(S(=O)(=O)N(C)C)c2)c1 | i | -23
CCCNS(=O)(=O)c1ccc(CCC(=O)NCc2ccco2)cc1 | i | -21
O=c1cc(CN2CCN(c3ccccc3F)CC2)c2cc3c(cc2o1)CCCC3 | i | -34
COCc1cc(Sc2c(Cl)cccc2Cl)nc(-c2ccccc2)n1 | i | -8
Cc1cc(-c2ccccc2)n2nc(N)nc2n1 | i | 1
CC(=O)N1c2ccc(S(=O)(=O)N(C)CC(=O)NC3CCCC3)cc2CC1C (stereo unspecified) | i | -18
CC(C)CNS(=O)(=O)c1ccccc1C(=O)N1CCCCC1 | i | -21
O=C(c1ccc(-c2cc(O)c3ncccc3c2)cc1)N1CCNCC1 | x | -14
O=C(N/N=C/c1cccnc1)c1cc(-c2cccs2)nc2ccccc12 | i | -27
Cc1ccc(-n2ncc3c(=O)n(CC(=O)OCc4ccccc4)cnc32)cc1 | i | -13
CC(C)C[C@H](NC(=O)c1nc[nH]c1C(=O)NCc1ccccc1)C(=O)OCc1ccccc1 | i | -29
O=C(Nc1ccccc1N1CCCCC1)c1ccc(-c2cc(Cl)ccc2Cl)o1 | i | 9
CCCc1cc(=O)[nH]c(Nc2ccc(N3CCCCC3)cc2)n1 | i | -27
COc1ccc(-c2cnnn2-c2ccc([N+](=O)[O-])cc2)cc1 | i | 0
COc1ccc(NC(=O)C2CC(c3ccccc3O)=NO2)cc1OC (stereo unspecified) | i | -8
CC(=O)C1C(c2ccc(F)c(F)c2)NC(=O)NC1(O)C(F)(F)F (stereo unspecified) | i | -14
COC(=O)CN(c1ccc(C)cc1)S(=O)(=O)c1ccc2c(c1)n(C)c(=O)c(=O)n2C | i | 5
COc1cccc(NC(=O)C2CCCN(S(=O)(=O)c3cccc4cccnc34)C2)c1 (stereo unspecified) | i | 15
CCCC(=O)n1nc(NCc2ccc(OC)cc2)nc1NCc1ccc(OC)cc1 | i | -41
Cc1ccc(C(=O)NCC(=O)OCc2c(F)cccc2Cl)s1 | x | 5
Cn1c(N)c(C(=O)COC(=O)CCC(=O)c2ccc(F)cc2)c(=O)n(C)c1=O | i | -16
Oc1c(C(c2ccccc2)N2CCc3ccccc3C2)sc2ncnn12 (stereo unspecified) | i | -11
Cc1ccc(S(=O)(=O)Oc2ccc(/C=N/NC(=O)c3nn(C)cc3[N+](=O)[O-])cc2)cc1 | i | 0
COc1cccc(N2CCN(Cc3ccsc3)CC2)c1 | i | -22

Record cards, from the list above. Values in the order: CHT allo act	OX1R antagonist
Shown for Cc1ccc2[nH]cc(C(=O)NCc3cccs3)c(=O)c2c1 → i	-23
Shown for CCCc1cc(=O)[nH]c(Nc2ccc(N3CCCCC3)cc2)n1 → i	-27

(continued)
SMILES | CHT allo act | OX1R antagonist
CC(=O)N=c1c(C#N)cc2c(=O)n3ccccc3nc2n1CCCOC(C)C | i | -8
COc1cccc2c1O/C(=N\O)C(C(=O)Nc1cccc(Br)c1)C2 (stereo unspecified) | i | x
CC1(OC(=O)C2CCCC2)C(=O)C=C2C=C(c3ccsc3)N(C3CCCCC3)C=C2C1=O (stereo unspecified) | i | -13
CCOc1ccccc1NC(=S)N1CCN(c2ccc(OC)cc2)CC1 | i | 2
CCOc1ccc(N(CC(=O)N2CCN(C(=O)CN(c3ccc(OCC)cc3)S(C)(=O)=O)CC2)S(C)(=O)=O)cc1 | i | -21
Cc1ccc(C)c(OCCC(=O)OCC(=O)N2c3ccccc3NC(=O)C2(C)C)c1 | x | -33
CC1CCCC(NC(=O)CSc2ncccn2)C1C (stereo unspecified) | x | 6
Cc1ccc(N2C(=O)N3[C@H](c4ccc(Br)cc4)[C@@H]4C(=O)N(C(C)(C)C)C(=O)[C@@H]4[C@]3(C)C2=O)cc1 | i | -33
COc1ccc(N(CC(=O)NN=C2CCN(C)CC2)S(=O)(=O)c2ccccc2)c(OC)c1 | i | -36
Cc1cccc2cc(CN(Cc3ccc4c(c3)OCO4)Cc3nnnn3C3CCCC3)c(=O)[nH]c12 | i | -22
O=C(COC(=O)COc1ccccc1[N+](=O)[O-])Nc1ccccc1Br | i | -8
COc1ccc2sc(-c3ccc(S(C)(=O)=O)cc3)c(C(=O)NCCc3c[nH]c4ccccc34)c2c1 | x | 33

Ordered by number of heavy atoms (ascending): part of the list above
SMILES | CHT allo act | OX1R antagonist
Cc1cc(-c2ccccc2)n2nc(N)nc2n1 | i | 1
N#CCCN(C(=O)COC(=O)c1ccc2c(c1)OCO2)c1ccccc1 | x | -24
O=C(CN1c2ccccc2Sc2ccccc21)N/N=C/c1ccc(Cl)cc1 | i | -42

More structures:
SMILES | CHT allo act | OX1R antagonist
CC(=O)Nc1ccc(SCC(=O)c2cc(C)n(Cc3cccs3)c2C)cc1 | i | -4
O=C(C1CCC1)N1CCC(O)(c2cccc(F)c2)CC1 | i | -10
CCCCC(=O)OCC(=O)Nc1ccc(OC(F)F)cc1 | i | -16
CC(C)S(=O)(=O)c1csc(NC(=O)Nc2ccc(Cl)cc2)c1 | i | 16
CC(C)OCCCNc1nc2c(-c3ccccc3)nnn2c2ccccc12 | i | -4
O=C(/C=C/c1ccco1)OCC(=O)N1CCCCC1 | x | 4
S=C(NCCc1ccccc1)NCCc1ccccc1 | i | -16
O=C(NC(NC(=S)N1CCOCC1)C(Cl)(Cl)Cl)c1cccc2ccccc12 (stereo unspecified) | i | -32
